Assay outcomes from PubChem BioAssay.
GLA spleen mod – inhibitors or activators of human alpha-galactosidase in spleen homogenate. human spleen homogenate, 4MU-alpha-Gal fluorescence, 40 min. AID 2107. actives 0.008% (n = 240,000). Potency, µM (titrated, usually from 80 µM), inactives show at the top dose activity change, negative = inhibition, usual class: inhibitors;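 also: 0% = enzyme with vehicle and -100% = no enzyme basal signal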
Target sequence (P06280 32-429 limits assumed): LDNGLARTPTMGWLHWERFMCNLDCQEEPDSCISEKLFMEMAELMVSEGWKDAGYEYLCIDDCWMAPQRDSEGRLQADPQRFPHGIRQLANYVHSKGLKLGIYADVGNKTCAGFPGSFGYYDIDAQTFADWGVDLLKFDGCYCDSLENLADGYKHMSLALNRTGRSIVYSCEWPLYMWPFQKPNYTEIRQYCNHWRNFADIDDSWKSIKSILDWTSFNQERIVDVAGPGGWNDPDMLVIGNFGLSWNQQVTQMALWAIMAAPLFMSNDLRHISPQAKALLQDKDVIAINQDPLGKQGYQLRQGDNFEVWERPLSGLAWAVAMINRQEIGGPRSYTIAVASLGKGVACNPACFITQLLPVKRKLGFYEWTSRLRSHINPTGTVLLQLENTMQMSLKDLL
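Inhibition or activation of alpha-galactosidase in human spleen homogenate is scored by 4-MU fluorescence after 40 min at 37C, pH 5.0, with 1 mM substrate. AC50s come from concentration-response fitted to the Hill equation.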
Tau fluor counter – counter-screen for tau fibril formation inhibitors. tau K18 P301L (four-repeat tau fragment) Alexa594 fluorescence, heparin fibrillization. actives 0.93% (n = 280,000). Potency, µM (doses to about 57.7 µM), for the others: at the highest dose activity change, negative = decrease. AID 1463; also: % is scaled to controls: 0 for no effect and ±100 for the full control effect; nearly all actives have a fitted effect of over 55% in size
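Human K18 P301L tau (15 uM unlabeled plus 0.24 uM Alexa 594-labeled, final) in 100 mM sodium acetate pH 7 was mixed with compound and 20 uM heparin and incubated 6 hr at 37 C.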
GAA inhib – alpha-glucosidase (human) inhibition. purified human GAA, 4-MU-alpha-glucoside fluorescence. Potency, µM (top dose mostly 76.9 µM), inactives show at the top dose activity change, negative = inhibition, actives largely listed as inhibitors. actives 0.005% (n = 200,000). AID 1466;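 also: plate controls were uninhibited enzyme wells for no effect and no-enzyme background for full effect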
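Enzyme (4 nM final) mixed with compound (up to 77 uM), then 4-MU-alpha-D-pyranoside (400 uM final) added; 20 min at room temperature, pH 5.0. Reaction stopped at pH 10, fluorescence read, AC50 derived by Hill fit.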
aGlu spleen mod – lysosomal alpha-glucosidase (human) modulation; human spleen homogenate, 4-MU-alpha-glucoside fluorescence; Potency, µM (doses to about 79.9 µM), for inactives: top-dose activity change, negative = inhibition, actives largely listed as inhibitors; actives 0.006% (n = 240,000); AID 2112;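 also: 0% = enzyme with vehicle and -100% = no enzyme basal signal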
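Human spleen homogenate (1 ug) with 4-methylumbelliferyl-alpha-D-glucopyranoside (1 mM final) in 50 mM citrate/phosphate pH 5.0, 0.01% Tween-20; 40 min at 37 C. Stopped at pH 10; 4-MU fluorescence Ex 365/Em 440 nm; AC50 by Hill fit.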
GAA glycogen mod – alters human alpha-glucosidase cleavage of glycogen; P10253; recombinant GAA, glycogen substrate, Amplex Red glucose oxidase fluorescence; Potency, µM (doses to about 76.4 µM), for inactives: at the top dose activity change, negative = inhibition, most hits filed as inhibitors; actives 0.38% (n = 300,000); AID 2100;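 also: 0% = full enzyme reaction and -100% = no-enzyme basal signal; the screen sought inhibitors and activators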
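qHTS, 1536-well; enzyme 4 nM final; cpd up to 77 uM; substrate bovine liver glycogen 30 ug; 50 mM citrate/phosphate pH 5.0, 0.01% Tween-20; 37 C, 40 min; Amplex Red detection 45 min RT; Hill fit → AC50.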
Epigenetic derep – regulators of epigenetic silencing causing reporter derepression in mouse cells; Potency, µM (titrated, usually from 53.9 µM), for the others: at the highest dose GFP activation, actives largely listed as activators; murine LDR cells, GFP reporter derepression, 30 h; AID 1865; actives 0.2% (n = 280,000); also: % of control where 0% means no effect; nearly all actives have a fitted effect of over 60% in size
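GFP-positive cell count by laser-scanning cytometry (objects 20–120 um) after 30 h, 37 C compound exposure of murine LDR cells; reporter is CMV-GFP integrated at a silenced locus, inducible by HDAC or DNMT inhibitors.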
ALDH1A1 block – ALDH1A1 (human) enzyme inhibition | P00352 | AID 1030 | actives 7.3% (n = 220,000) | Purified ALDH1A1, NADH fluorescence, propionaldehyde substrate | Potency, µM (top dose mostly 75.3 µM), without a hit: at the highest dose activity, negative = inhibition, usual class: inhibitors; active = well fitted inhibition curve with a large enough effect, not every such curve was filed as active; inconclusive = small, poorly fitted or top-dose-only effect, or another doubt; inactive = no such curve, though single readings can be large or run the other way;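 also: plate controls were no enzyme wells and a reference inhibitor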
Target sequence (P00352 whole entry, looked up): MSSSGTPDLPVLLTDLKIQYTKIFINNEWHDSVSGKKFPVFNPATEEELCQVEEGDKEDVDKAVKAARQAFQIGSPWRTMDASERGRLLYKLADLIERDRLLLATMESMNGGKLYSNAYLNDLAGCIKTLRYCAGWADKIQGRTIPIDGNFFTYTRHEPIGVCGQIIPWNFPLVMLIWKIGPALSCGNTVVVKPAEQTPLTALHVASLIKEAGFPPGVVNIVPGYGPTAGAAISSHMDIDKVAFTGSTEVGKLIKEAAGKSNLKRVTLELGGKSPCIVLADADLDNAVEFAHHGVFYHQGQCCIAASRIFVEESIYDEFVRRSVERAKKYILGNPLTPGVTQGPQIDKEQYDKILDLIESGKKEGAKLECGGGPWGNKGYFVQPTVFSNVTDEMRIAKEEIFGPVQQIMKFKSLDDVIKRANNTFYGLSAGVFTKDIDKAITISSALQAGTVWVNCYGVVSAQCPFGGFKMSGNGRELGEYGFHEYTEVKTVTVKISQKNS
NPSR antagonist – blocks cAMP signaling of the human neuropeptide S receptor. Q6W5P4. CHO-NPSR cells, cAMP TR-FRET, antagonist mode. Potency, µM (titrated, usually from 38.3 µM), for inactives: top-dose activity change, negative = inhibition, actives largely listed as inhibitors. actives 1% (n = 220,000). AID 1461; also: % is scaled to controls: 0 for no effect and ±100 for the full control effect; nearly all actives have a fitted effect of over 50% in size; many of its hits are not listed in these tables
* = called active by the depositor; ? = inconclusive; nt = not tested or not shown; & = joins results of further samples; [ ] = remark or other dose. Unless noted, calls follow the shape of the dose curve; as a rule, active = well fitted curve in the direction sought with a large enough effect; inconclusive = small, poorly fitted or top-dose-only effect, or another doubt; inactive = no such curve, though single readings can be large; an effect the other way counts as inactive or inconclusive. Potency is read from the fitted curve at half-maximal effect.

Values run as follows: GLA spleen mod | Tau fluor counter | GAA inhib | aGlu spleen mod | GAA glycogen mod | Epigenetic derep | ALDH1A1 block | NPSR antagonist
CCCN(CCC)S(=O)(=O)c1ccc(NS(=O)(=O)c2ccc(F)cc2)cc1
→ 1% | -12% | -11% | -9% | -6% | -1.0% | 13% | -20%[46.1 µM]
CCOC(=O)c1c(-c2ccc(C)cc2)csc1/N=C(\C)C1=C(O)c2ccccc2C1=O
→ 4% | -23% | nt | -1% | -11% | ? | nt | -45%
Cc1ccc2nc(C)cc(C(=O)OCC(=O)Nc3cccnc3Cl)c2c1
→ 6% | -7% | -4% | nt | 3% | 0.0% | ? | 0%
CCOC(=O)N/N=C1/C[C@@H](O)[C@@H](O)[C@@H]2[C@@H]3C(=O)N(C4CCCCC4)C(=O)[C@H]3CC[C@@H]12
→ -6%[17.5 µM] | -3%[11.6 µM] | nt | 2%[17.4 µM] | nt | 1.1%[10.1 µM] | 12%[13.5 µM] | nt
COc1ccccc1CN1CCN(Cc2nc(-c3ccccc3)no2)CC1
→ -1% | -3% | 4% | -1% | 12% | -1.0% | 0% | 15%
CN(C)CCNC(=O)COc1cccc(Cl)c1
→ 4% | -8% | 2% | 0% | 12% | -6.6% | -2% | 4%[46.1 µM]
Cc1ccc(SCC(=O)Nc2ccc(N3CCN(C)CC3)c(F)c2)cc1
→ -22% | -20% | 4% | -3% | -4% | -1.1% | 0% | 5%[46.1 µM]
O=C(COC(=O)c1cccs1)Nc1nc(-c2ccccc2)cs1
→ 0% | -1% | -1% | 6% | 6% | -0.9% | 1% | -17%[46.1 µM]
Cc1ccccc1Cn1cnc2c(cnn2C(C)(C)C)c1=O
→ -12% | -4% | -2% | -3% | -3% | -0.7% | 16% | -7%[46.1 µM]
C(=N\Nc1ncnc2ccccc12)/c1ccccc1
→ 4% | -19% | 2% | 4% | ? | -1.4% | -10% | -17%
COc1cc(CN2CCN(c3ccccc3C)CC2)cc([N+](=O)[O-])c1O
→ -4% | -8% | -4% | 6% | -8% | 6.8% | ? | -17%
O=C(COc1ccc2ccccc2c1)N1CCN(C(=O)c2cccnc2)CC1
→ -17% | 2% | 8% | -2% | 10% | -2.3% | 11% | -2%[46.1 µM]
COc1ccc(C(=O)N2CCN(S(=O)(=O)c3ccc(Cl)cc3)CC2)cc1OC
→ -8% | -6% | 0% | -6% | -1% | 0.9% | 10% | -28%[46.1 µM]
CC(=O)C1=C(O)C(=O)N(c2ccc(Br)cn2)C1c1ccc(Br)cc1 (stereo unspecified)
→ -1% | -3% | nt | -2% | 1% | 3.4% | nt | -47%
O=C(COC(=O)c1ccc(Br)o1)Nc1cccc(S(=O)(=O)N2CCCCCC2)c1
→ 7% | ? | ? | 2% | -7% | -2.0% | -8% | -18%[46.1 µM]
COC(=O)c1ccc(CSc2nc3c(cnn3-c3ccccc3)c(=O)[nH]2)o1
→ -20% | -1% | -2% | -4% | 3% | 0.0% | 2% | -13%[46.1 µM]
COc1ccc(C(C(=O)NC2CCCCC2)N(C(=O)CCl)c2ccc(Cl)cc2)cc1 (stereo unspecified)
→ -11% | -4% | 5% | -9% | 1% | -0.9% | 9% | -55%
COc1ccc(NC(=O)C2CCCN2C(=O)NCc2ccccc2)cc1 (stereo unspecified)
→ 3% | 1% | -2% | nt | 6% | 0.2% | 4% | 9%
Cc1ccc(SCC(=O)N2CCCC2)cc1
→ -1% | 1% | 4% | 6% | 3% | -1.0% | -6% | -6%[46.1 µM]
OC(CN1CCCCC1)CN(c1ccccc1)c1ccccc1 (stereo unspecified)
→ -2% | 1% | -7% | -7% | -9% | -7.3% | ? | -5%[46.1 µM]
COc1ccc(NC(=O)c2ccc(C(=O)c3cc(OC)ccc3OC)cc2)cc1
→ 9% | -3% | 0% | 6% | 5% | -1.2% | 7% | 9%[46.1 µM]
O=C(CSc1ccc(-c2ccco2)nn1)NCc1ccc2c(c1)OCO2
→ 8% | -27% | 5% | 2% | 6% | -0.3% | 3.5µM* | -1%
O=C(N/N=C/c1nn(-c2ccccc2)cc1-c1ccc(Cl)cc1)c1ccncc1
→ 1% | -3% | -22% | -2% | -1% | 1.1% | ? | 60%
COc1cc(NC(=O)c2nccnc2C(=O)O)cc(OC)c1
→ 2% | -2% | -4% | -1% | 3% | -0.8% | -10% | -6%[46.1 µM]
Cc1ccc(C(=O)C[n+]2ccc(-c3nnc4n3CCC4)cc2)cc1
→ -1% | -4% | ? | -6% | 12% | 1.1% | ? | 18%
COc1ccc(Cl)cc1-c1n[nH]c(=S)o1
→ 6% | -1% | -10% | 4% | -19% | -1.1% | ? | 6.3µM*
CN(C)c1ccc(/C=C2\N=C(c3ccc(Cl)c([N+](=O)[O-])c3)NC2=O)cc1
→ 7% | ? | nt | -3% | -6% | ? | ? | 23%
O=C(NNc1nc2ccccc2o1)c1ccccc1
→ 9% | -24% | nt | 2% | ? | 0.1% | nt | 11%
Cc1n[nH]c(=S)n1/N=C/c1ccccc1OCc1ccc(Cl)cc1
→ -6% | -13% | 0% | -9% | -15% | 1.4% | -6% | -25%[46.1 µM]
COc1ccc(OC)c(-n2cc3c(=O)n(C)c(=O)n(C)c3c2)c1
→ -4% | -19% | 0% | -12% | 2% | 0.7% | ? | -12%[46.1 µM]
CC(C)C1Oc2ccccc2N(CC(=O)N(Cc2ccncc2)Cc2ccco2)C1=O (stereo unspecified)
→ -4% | -12% | -31% | -4% | -4% | -0.9% | -9% | -6%[46.1 µM]
COc1cc(CNCCO)cc(Br)c1OCc1ccccc1
→ -2% | 3% | -1% | -6% | 12% | 0.1% | 10% | 2%
O=C(CSCc1cnn(-c2ccccc2)c1-n1cccc1)NCC1CCCO1 (stereo unspecified)
→ 18% | -13% | -7% | -18% | -9% | 0.8% | ? | -16%[46.1 µM]
O=C(O)COc1ccccc1/C=N/NC(=O)CSc1nnc(-c2ccc(Cl)cc2)n1C1CCCCC1
→ 7% | 9% | nt | 5% | 7% | -1.0% | nt | 25%
COc1ccc(C(=O)/C=C/c2cn(CC(O)CN3CCN(C)CC3)c3ccccc23)cc1OC (stereo unspecified)
→ 8% | -20% | nt | 2% | -5% | ? | nt | 5%
O=C(CSc1nc(-c2ccccc2)cs1)N1CCN(C(=O)c2ccco2)CC1
→ 2% | -4% | 0% | -3% | -17% | -1.1% | ? | -14%[46.1 µM]
Cc1ccc(C(=O)Nc2ccc3nccnc3c2)cc1
→ 12% | 0% | ? | -9% | -4% | -2.4% | ? | -4%[46.1 µM]
CCCCC(=O)Nc1ccc(N2CCN(S(C)(=O)=O)CC2)cc1
→ 4% | 3% | -3% | 2% | 2% | 0.0% | 6% | -8%[46.1 µM]
O/N=C/c1ccc(OCC(O)COc2ccc(/C=N/O)cc2)cc1
→ -17% | -2% | 0% | -1% | 3% | -0.7% | 22% | -7%[46.1 µM]
C=CCOc1c(Br)cc(/C=N\n2nnnc2N)cc1OC
→ -10% | -8% | -21% | -1% | 13% | 0.9% | 7% | 14%
O=C1C(Nc2ccccc2)=CC(=O)c2ncccc21
→ -7%&-15% | ? | nt | 0%&-3% | nt | 0.0% | 16µM* | nt
CS(=O)(=O)Nc1nc2n(n1)C(c1ccc(F)cc1)CC(c1ccccc1)N2 (stereo unspecified)
→ -2% | ? | nt | 11% | 5% | -0.3% | nt | -31%
Cc1ccc(S(=O)(=O)/C(C#N)=C/c2c(N3CC(C)OC(C)C3)nc3ccccn3c2=O)cc1 (stereo unspecified)
→ -7% | ? | -1% | -15% | -12% | 1.9% | -13% | -27%[46.1 µM]
O=C(NCCN1C(=O)S/C(=C\c2ccc(OC(F)F)cc2)C1=O)[C@@H]1CCCN1C(=O)c1cccs1
→ 2% | -5% | 3% | 0% | -4% | -0.1% | ? | 11%
O=C(CN1CCN(Cc2ccccc2)CC1)N/N=C/c1cccnc1
→ -8% | -14% | 2%[15.4 µM] | 0% | 14% | -0.2% | -9% | -13%
Fc1ccccc1NC(=S)Nc1cccnc1
→ -1% | 2% | ? | -3% | 14% | 0.0% | 11% | 19%
Cc1ccc(-c2ccc(CCC(=O)O)n2-c2cccc(O)c2)cc1
→ 0% | -27%&-25% | -11% | -13% | -4%[76.3 µM] | 0.1%&0.6% | ? | 0%[46.1 µM]
S=C1NC(C23CC4CC(CC(C4)C2)C3)=CC(c2ccc3c(c2)OCO3)N1 (stereo unspecified)
→ -2% | -6% | ? | -3% | -4% | -7.0% | 2.5µM* | -23%
COc1cccc(NC(=O)Cc2cn(C)c3ccccc23)c1
→ -1% | -14% | -5% | 0% | -20% | -0.7% | 1% | -12%[46.1 µM]
C=CCOc1cccc(C2c3c(oc4ccc(F)cc4c3=O)C(=O)N2CCCN2CCOCC2)c1 (stereo unspecified)
→ 0% | -19% | nt | -3% | 10% | 1.3% | nt | 8%
CCOC(=O)C1(CC2CC2)CCN(Cc2cc(Cl)c(O)c(OC)c2)CC1
→ -2% | -11% | 6% | 2% | -4% | 0.5% | -3% | 8%
O=C(O)C1Cc2ccccc2CN1C(=O)COc1ccc(Br)cc1 (stereo unspecified)
→ 0% | 4% | 1% | 1% | 5% | 0.7% | -1% | 31%
COc1cc(OC)cc(C(=O)OCC(=O)NCc2ccc3c(c2)OCO3)c1
→ 1% | -7% | 2% | 5% | 11% | -1.5% | -2% | -2%
CC#CCN1c2ccccc2[C@]23C[C@@H](C(=O)OC)N(S(=O)(=O)c4cccs4)C2=NC(C(=O)OC)=C(C(=O)OC)[C@H]13
→ 2%[17.5 µM] | -5%[11.6 µM] | nt | 6%[17.4 µM] | nt | nt | 4%[13.5 µM] | nt

These rows are one share of the data; count on the stated rates, not on these rows.
